mcGAS lum – mouse cGAS inhibition by luminescence | Q8C6L5 | recombinant cGAS, Kinase-Glo ATP depletion luminescence | inhibition, % at 12.5 µM | hit rate 0.15% among 160,000 | AID 1259399;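 note: 0% = negative control wells and 100% = reference inhibitor with no enzyme activity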
hcGAS lum – inhibitors of human cGAS | hit rate 0.081% among 290,000 | recombinant h-cGAS, ATP depletion, Kinase-Glo luminescence | inhibition, % at 12.5 µM | AID 1259398;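 note: 0% = vehicle reaction and 100% = reaction without DNA for no activity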
Target sequence (Q8N884 whole entry, looked up): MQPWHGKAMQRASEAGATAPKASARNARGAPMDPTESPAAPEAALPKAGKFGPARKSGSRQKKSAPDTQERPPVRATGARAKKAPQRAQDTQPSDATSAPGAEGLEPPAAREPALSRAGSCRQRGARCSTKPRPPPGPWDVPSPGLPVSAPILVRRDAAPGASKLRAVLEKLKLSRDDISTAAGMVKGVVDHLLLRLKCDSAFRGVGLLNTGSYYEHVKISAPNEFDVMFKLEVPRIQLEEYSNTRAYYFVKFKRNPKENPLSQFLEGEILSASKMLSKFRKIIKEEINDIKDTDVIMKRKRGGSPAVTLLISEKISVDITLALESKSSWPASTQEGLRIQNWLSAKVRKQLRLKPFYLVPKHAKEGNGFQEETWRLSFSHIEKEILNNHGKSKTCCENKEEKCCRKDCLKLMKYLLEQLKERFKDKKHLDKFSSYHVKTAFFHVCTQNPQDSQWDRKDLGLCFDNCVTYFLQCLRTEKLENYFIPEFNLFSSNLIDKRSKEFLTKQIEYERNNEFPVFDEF
NPYLR7 ag – activates Aedes aegypti NPYLR7 receptor; HEK293T NPYLR7/Galpha15, GCaMP6s calcium fluorescence; activation, % at 10 µM; hit rate 0.15% among 270,000; in the data active = activation above about 40%;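 note: 0% = vehicle and 100% = reference agonist at the receptor; some compounds past the cut are filed as inactive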
Numbers without * were called inactive; . = no result given; & = joins results of further samples. Cut-off read from the data, not from the text of the source, unless noted: active = inhibition above about 40%; inactive = the rest.

entry	Compound	mcGAS lum	hcGAS lum	NPYLR7 ag
1	COCc1cc(C)nc(OCC(=O)N/N=C\c2ccc(C)o2)c1C#N	0	2	-12
2	O=C(NC1CCSc2c(F)cccc21)C1CCN(C(=O)Nc2ccccc2)CC1 (stereo unspecified)	-12	-1	-2
3	COC(=O)[C@@H]1OC(=O)C2OC23[C@@]1(C)CCC1[C@@]2(C)CCC(=O)C(C)(C)C2C[C@@H](OC(C)=O)[C@]13C (stereo partly specified)	.	-7	0
4	CCCCCn1c(=NC(C)=O)c(C#N)cc2c(=O)n3cccc(C)c3nc21	-6	-9	1
5	N#Cc1ccccc1CSc1nnc(-c2c[nH]c3ccccc23)o1	.	-11	9
6	O=C(N1CCC(c2nc(-c3ccccc3F)no2)CC1)C1(c2ccc(Cl)cc2)CCCC1	1	1	-9
7	Cc1nc2c3ccccc3nn2c(C)c1CCC(=O)Nc1ccccc1	-7	-1	-1
8	CC(Sc1ccccn1)C(=O)N1CCCN(C)C2(CCN(C)CC2)C1 (stereo unspecified)	-10	1	3
9	CCOc1c(CC)cnc2c1c(=O)n(CC#N)c(=O)n2C	.	-2	-4
10	O=C(c1ccc2nc(-c3ccccc3)c(-c3ccccc3)nc2c1)N1CCC(n2c(=O)[nH]c3ccccc32)CC1	.	-3	-7
11	CCN(CC(O)c1ccc(C)cc1)C(=O)c1cnn(Cc2ccccc2)c1 (stereo unspecified)	.	-4	8
12	CCCC[n+]1cccc2ccccc21	.	0	-1
13	Cc1cc(-c2nc(C)sc2CC(=O)NC(c2ccccc2)C2CC2)c(C)s1 (stereo unspecified)	.	-7	11
14	CCN(CC)C(=O)Oc1ccc2c(ccn2Cc2c(Cl)ccc(C)c2F)c1-c1ccc(F)c(Cl)c1	-6	-1	11
15	COCCN=c1scc(-c2cc(OC)ccc2OC)n1N=Cc1ccc([N+](=O)[O-])o1	.	-28	18
16	NC(=O)NC(=O)COC(=O)CC12CC3CC(CC(C3)C1)C2	.	-4	3
17	O=C(O)C1CC(=O)N(c2ccc3[nH]ccc3c2)C1 (stereo unspecified)	-3	2	4
18	CCOC(=O)COc1ccc2c(=O)cc(-c3ccccc3)oc2c1	.	6	-10
19	O=S(=O)(Cc1ccc(Cl)cc1)c1ccc(NCCC2=CCCCC2)nn1	-9	-6	1
20	O=C(NCCC(=O)N1CCN(CC2CC2)CC1)c1cc(F)ccc1Br	-15	-6	17
21	O=C(NCc1ccco1)N1CCN(CC(F)(F)C(F)F)CC1	.	0	0
22	O=C(NC1CCN(c2ccccc2C(=O)NCc2ccc(F)cc2)CC1)c1ccc([N+](=O)[O-])cc1	2	2	1
23	CC1CC(C)CN(c2nc3c(c(=O)[nH]c(=O)n3C)n2CCSc2nc3ccccc3o2)C1 (stereo unspecified)	-9	-3	2
24	O=c1c(O)c(-c2ccccc2)oc2ccc3occc3c12	.	-2	-5
25	CCCn1nnnc1CSc1nnc(-c2cccs2)n1C1CC1	.	-5	0
26	N#Cc1cccc(NC(=O)N2CCc3ccccc3C2c2ccc(F)cc2)c1 (stereo unspecified)	-8	-9	-2
27	Cc1ccc(-n2nc(C(=O)NCc3ccc(F)cc3)c(=O)n(Cc3ccc(C(F)(F)F)cc3)c2=O)cc1Cl	0	3	-2
28	Cc1cc(C(=O)N2CCCC(C(=O)c3ccc(Oc4ccccc4)cc3)C2)nn1C (stereo unspecified)	-14	-5	7
29	CN(C1CCCCC1)S(=O)(=O)c1ccccc1NC(=O)Cn1c(=O)oc2ccccc21	.	-6	0
30	O=C(c1ccc([N+](=O)[O-])cc1)N1CCSC1c1ccccc1OCc1ccccc1 (stereo unspecified)	-5	-7	-5
31	CCNC(=O)c1ccc(-c2cc(NCCO)nc3[nH]ccc23)cc1	.	-1	1
32	O=C([C@@H]1C[C@@H](O)CN1)N1CCC(Cc2nncn2-c2ccccc2)CC1	.	0	-6
33	O=C(CCCn1nnnc1CN1CCc2ccccc2C1)N1C[C@H]2CC[C@H]1C2	.	-7	21
34	CSc1ccc(C(=O)CCC(=O)NCCc2cccnc2)cc1	-5	-10	-5
35	CCC(CO)N(Cc1ccsc1)C(=O)c1ccsc1 (stereo unspecified)	.	-8	12
36	CN(C)c1cc(Cl)nc(SCc2cccc(C(=O)O)c2)n1	.	-4	14
37	CN(Cc1cccc(C(=O)Nc2nn(C)c3ccccc23)c1)Cc1cnccn1	-17	-7	7
38	O=C(O)c1ccccc1C1CCN(C(=O)CCn2cnc3ccccc32)C1 (stereo unspecified)	-11	-5	9
39	O=C(NCCN1CCS(=O)(=O)CC1)c1cn[nH]c1-c1ccc(F)cc1	.	-7	5
40	O=C(Cn1nc2c(c1NC(=O)c1ccccc1Cl)CSC2)NCc1ccccc1	-1	0	-5
41	Cc1cccc(CN2CCN(Cc3ccc(C)c(C)c3)C(=O)C2)n1	-11	-5	8
42	CCCCCCCCC(=O)N(CC(=O)N(Cc1ccc(F)cc1)Cc1sccc1C)C1CC1	-4	-13	14
43	O=C(CCCS(=O)(=O)c1ccc(Cl)cc1)Nc1ncnc2sccc12	.	8	12
44	CC(C)NC(=O)C1(C)CCN1CCC(=O)c1ccccc1 (stereo unspecified)	.	-14	5
45	COCCNc1nc(N)c([N+](=O)[O-])c(Nc2ccc(C)cc2)n1	.	-5	0
46	c1coc(-c2nccn2-c2ccc(-c3ccn[nH]3)cc2)c1	-11	-7	5
47	CC1=NN(c2ccccc2)C(=O)/C1=C/c1ccc(-c2cc(Cl)ccc2Cl)o1	.	-1	-2
48	COc1cccc(-c2cc(C(=O)NC(C)C)c(C)n2-c2ccccc2)c1	1	1	-14
49	CC(C)c1ccccc1-n1ccn(CN(C2CC2)C2CCS(=O)(=O)C2)c1=S (stereo unspecified)	.	4	1
50	COc1cc(NC(=O)c2cnn3c(C(F)(F)F)cc(-c4ccc(Br)cc4)nc23)c(OC)cc1Cl	-7	-7	9
51	Cc1cc(Cl)ccc1OC(C)c1nnc(SCC2CCCCC2)o1 (stereo unspecified)	-4	-6	15
52	CCOc1ccc(NC(=O)CSc2ncc(S(=O)(=O)c3ccc(C)cc3)c(=O)[nH]2)cc1	-7	-8	-7
53	Fc1cccc(-n2nnnc2SCc2cc3c(cc2Br)OCO3)c1	.	-6	9
54	CCc1cc(N2CCN(Cc3ccccc3)CC2)nc(SCc2ccc(C(=O)NCc3ccncc3)cc2)n1	-3	-6	-1
55	Cc1c(NC(=O)c2ccc(Cl)c([N+](=O)[O-])c2)cccc1-c1nc2ccccc2o1	-4	-1	6
56	CN(Cc1ccccc1)C1CCCN(Cc2ccc3nonc3c2)C1 (stereo unspecified)	.	-9	1
57	CN(Cc1ccsc1)C(=O)CONC(=O)C(C)(C)c1ccccc1	.	-1	10
58	O=C(Nc1c2c(nn1-c1ccc(F)cc1)CS(=O)(=O)C2)C1CC(=O)N(c2ccccc2)C1 (stereo unspecified)	-10	-7	-3
59	Cc1csc(Sc2ccc(C(=O)OCC(=O)N3CCNC3=O)cc2[N+](=O)[O-])n1	.	-5	17
60	CC(C)(C)NC(=O)[C@H]1CC[C@H]2[C@@H]3CC[C@H]4NC(=O)C=C[C@]4(C)[C@H]3CC[C@]12C	-5&13	-5&-5&1	-9&-3&7

Overlap with the part before: 2 compounds; new compounds follow.
entry	Compound	mcGAS lum	hcGAS lum	NPYLR7 ag
59	Cc1csc(Sc2ccc(C(=O)OCC(=O)N3CCNC3=O)cc2[N+](=O)[O-])n1	.	-5	17
60	CC(C)(C)NC(=O)[C@H]1CC[C@H]2[C@@H]3CC[C@H]4NC(=O)C=C[C@]4(C)[C@H]3CC[C@]12C	-5&13	-5&-5&1	-9&-3&7
61	Cc1ccnc2nc(C(=O)NCC3COc4ccccc4O3)nn12 (stereo unspecified)	8	8	9
62	Cc1cccc(N=C2NC(=O)/C(=C\c3cccs3)S2)c1	.	7	-1
63	CCN(CC)CCn1c(C)cn2c3c(=O)n(Cc4cccc(C)c4)c(=O)n(C)c3nc12	.	-7	8
64	CCOc1nc(-c2ccc(C(F)(F)F)cc2)n(-c2cccc(NS(=O)(=O)c3ccc(F)cc3)c2)n1	-7	-3	24
65	O=C(NCC1CN(c2ccc(F)cc2)C(=O)O1)c1ccco1 (stereo unspecified)	.	-5	2
66	COc1ccccc1OCCN1CCC(C(=O)NC(c2ccc(-c3ccccc3)cc2)c2cnccn2)CC1 (stereo unspecified)	-2	0	3
67	COc1ccccc1-n1ncc2c(C)nnc(SCC(N)=O)c21	-8	-3	-8
68	O=C(c1ccc(F)c(F)c1)C1Sc2nnc(C3CC3)n2NC1c1ccc(Br)cc1 (stereo unspecified)	-6	-5	15
69	CC(=O)Nc1ccc(-c2nccn2CCc2c[nH]c3ccccc23)cc1	-15	-2	10
70	Cc1cc(C(=O)Nc2ccc(Br)cc2Cl)no1	.	4	-5
71	Cc1noc([C@H]2CCN(C(=O)C3CC3)C[C@H]2NC(=O)C2CC2)n1	-7	-11	.
72	C=CCn1nc(C(=O)N2CCCCCC2)c2c1CCC(NC1Cc3ccccc3C1)C2 (stereo unspecified)	-8	-20	17
73	CN(Cc1cc(-c2ccncc2)no1)c1nccc(N2CCC(O)CC2)n1	.	-6	-2
74	CNCCCCc1cnc(C)c2[nH]c3ccccc3c12	22	31	0
75	CC(=O)Oc1ccc2c(C)c(Cc3ccccc3)c(=O)[nH]c2c1	.	1	3
76	O=C1C2C3C=CC(C3)C2C(=O)N1CCC(=O)N1c2ccccc2Sc2ccccc21 (stereo unspecified)	-5	-3	-11
77	CCCCCCCC(=O)N1CCc2nc(Cc3ccc(OC)c(OC)c3)[nH]c(=O)c2C1	-4	-8	.
78	COc1ccccc1CSc1nnc(-c2cc(-c3cccs3)nc3cc(C)c(C)cc23)n1C(C)C	-4	-3	-3
79	Nc1nc(SCC(=O)Nc2ccc(Cl)cc2)[nH]c(=O)c1NC(=O)c1ccccc1F	-7	-5	3
80	CC1C(=O)N(c2ccccc2-c2ccccc2)CCN1C(=O)c1cccc(Br)c1 (stereo unspecified)	1	3	-2
81	COc1ccc(CCNC(=O)CCc2cc3c(n2-c2ccc(C(C)C)cc2)-c2ccccc2OC3)cc1	-9	-7	0
82	CC(=O)Nc1nc(C)c(S(N)(=O)=O)s1	-5	-3	6
83	CC(C)(C)c1noc(CS(=O)(=O)c2cc3c(cc2Cl)OCCO3)n1	.	-4	0
84	COc1ccc(N(C)S(=O)(=O)c2ccc(OC)c(N3CCN(C(=O)c4cc(F)cc(C(F)(F)F)c4)CC3)c2)cc1	2	3	10
85	CCOC(=O)N1CCN(c2cc(=O)n(C3CCCCC3)c(=O)[nH]2)CC1	.	-10	2
86	COc1ccccc1C1c2cccn2CCCN1Cc1ccco1 (stereo unspecified)	-4	-3	6
87	COc1ccc(CCNS(=O)(=O)c2ccc(Cl)cc2C(F)(F)F)cc1OC	-11	-8	-1
88	COCCNC(=O)c1cc(-c2ccccc2)nc2c1c(C)nn2C1CCS(=O)(=O)C1 (stereo unspecified)	-9	-4	4
89	C=CCOC(CN1CCN(C(=O)c2ccoc2)CC1)c1cccc(N2CCCC2)c1 (stereo unspecified)	-5	-5	-4
90	C=CSc1cccc2ncccc12	-5	2	5
91	COCCn1c(N)c(C(=O)N2CCCC2)sc1=S	.	-2	3
92	OC(COCc1ccco1)CN(Cc1ccc(F)cc1)Cc1ccc2c(c1)OCO2 (stereo unspecified)	-3	-3	28
93	CN(Cc1ccccc1)c1nc2c(c(=O)n(C)c(=O)n2C)n1CCSc1nc2ccccc2o1	.	-4	11
94	Cc1ccc(C)c(CSc2nc(=O)n(Cc3ccncc3)c3c2CCC3)c1	-11	-9	0
95	CC1ON=C(c2cccs2)N(C)C1=O (stereo unspecified)	.	-2	-4
96	CCOc1ccc(NC(=Nc2nc(C)cc(C)n2)NC(=O)c2ccccc2)cc1	.	-4	-5
97	Cc1cc(OC(C)c2ccccc2)ccc1N (stereo unspecified)	-15	-9	1
98	CCOCCCn1c(SCC(=O)c2ccccc2)nc2cc(S(=O)(=O)N3CCOCC3)ccc21	-3	2	-2

Of the compounds above, 12 contain two or more sulfur atoms:
entry	Compound	mcGAS lum	hcGAS lum	NPYLR7 ag
13	Cc1cc(-c2nc(C)sc2CC(=O)NC(c2ccccc2)C2CC2)c(C)s1 (stereo unspecified)	.	-7	11
25	CCCn1nnnc1CSc1nnc(-c2cccs2)n1C1CC1	.	-5	0
35	CCC(CO)N(Cc1ccsc1)C(=O)c1ccsc1 (stereo unspecified)	.	-8	12
43	O=C(CCCS(=O)(=O)c1ccc(Cl)cc1)Nc1ncnc2sccc12	.	8	12
49	CC(C)c1ccccc1-n1ccn(CN(C2CC2)C2CCS(=O)(=O)C2)c1=S (stereo unspecified)	.	4	1
52	CCOc1ccc(NC(=O)CSc2ncc(S(=O)(=O)c3ccc(C)cc3)c(=O)[nH]2)cc1	-7	-8	-7
59	Cc1csc(Sc2ccc(C(=O)OCC(=O)N3CCNC3=O)cc2[N+](=O)[O-])n1	.	-5	17
62	Cc1cccc(N=C2NC(=O)/C(=C\c3cccs3)S2)c1	.	7	-1
78	COc1ccccc1CSc1nnc(-c2cc(-c3cccs3)nc3cc(C)c(C)cc23)n1C(C)C	-4	-3	-3
82	CC(=O)Nc1nc(C)c(S(N)(=O)=O)s1	-5	-3	6
91	COCCn1c(N)c(C(=O)N2CCCC2)sc1=S	.	-2	3
98	CCOCCCn1c(SCC(=O)c2ccccc2)nc2cc(S(=O)(=O)N3CCOCC3)ccc21	-3	2	-2

Screening results from PubChem.

This is a random part of the collection; about 0.29% have a hit in one of these screens.
